Compound activity deposited in PubChem BioAssay by several laboratories.
pCIP destab: p/CIP-EGFP fusion destabilizers, primary screen, fluorescence, F442A cells | Q05BA5 | decrease of EGFP signal, % at 10 µM | 16 h | actives 0.01% (n = 290,000);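 active = EGFP signal decrease of at least 30% at 10 µM or well 3 SD below plate mean, unless failing retest; inactive = the rest, including hits failing retest or dose response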; note: some compounds called inactive have numbers as strong as hits; many of its hits are not listed in these tables
PHOSPHO1 inh: PubChem AID 1565. recombinant PHOSPHO1, absorbance phosphatase assay. actives 1.1% (n = 290,000). Phosphoethanolamine/phosphocholine phosphatase (Homo sapiens), Q8TCT1. inhibition, % at 13.3 µM; in the data active = inhibition above about 60%
Target sequence (Q8TCT1 whole entry, looked up): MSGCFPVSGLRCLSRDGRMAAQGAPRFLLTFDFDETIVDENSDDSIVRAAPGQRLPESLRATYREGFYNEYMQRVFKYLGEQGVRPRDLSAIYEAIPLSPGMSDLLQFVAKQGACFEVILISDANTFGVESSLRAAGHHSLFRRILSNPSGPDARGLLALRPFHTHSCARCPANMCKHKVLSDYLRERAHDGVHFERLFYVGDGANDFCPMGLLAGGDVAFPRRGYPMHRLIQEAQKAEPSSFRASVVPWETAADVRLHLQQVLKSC
IMP-1 inh: IMP-1 metallo-beta-lactamase inhibitors, primary screen, biochemical, epi-absorbance readout, Pseudomonas aeruginosa enzyme. metallo-beta-lactamase IMP-1 (Pseudomonas aeruginosa). purified IMP-1, nitrocefin hydrolysis, epi-absorbance fluorescence. inhibition, % at 5.6 µM. actives 0.45% (n = 290,000);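 active = inhibition above the mean plus 3 SD of all compounds in the same screening run, cut at about 4.5% in these data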;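 note: 0% = IMP-1 with DMSO and 100% = DMSO wells lacking enzyme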
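system = purified recombinant IMP-1 beta-lactamase | amount = 0.2 nM IMP-1, as dispensed | medium = HEPES buffer pH 7.1 with ZnSO4 and Brij 35 | times = 25 °C, 15 min preincubation, 25 min reaction | detection = plate fluorescence quenching by hydrolysis product, ex 480/em 530 nm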
DNA FID counter: compounds displacing fluorescent DNA intercalator, primary screen, artefact control for HCV NS3 helicase inhibitor project, biochemical, FID fluorescence | DNA fluorescent intercalator displacement | inhibition, % at 7.9 µM | actives 0.17% (n = 290,000) | AID 1845, 2009; in the data active = inhibition above about 37%;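 note: 0% = vehicle and 100% = reference compound; higher means more ethidium bromide displaced from hairpin DNA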
HCV NS3 hel inh: inhibitors of HCV NS3 helicase, primary screen, biochemical, Cy5 molecular beacon fluorescence. Hepatitis C virus NS3 helicase. NS3 helicase DNA unwinding. inhibition, % at 10.9 µM. actives 0.56% (n = 290,000). AID 1800, 2009;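 active = inhibition above the mean of all tested compounds plus 3 SD, set per campaign, cut at about 35% in these data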;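 note: 0% = DMSO wells and 100% = thioflavine S control wells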
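System: Hepatitis C virus NS3 helicase domain fragment enzyme | Reagent: Annealed dual-labelled DNA beacon duplex, ATP-started | Compound dosing: 10.9 µM single point, 0.8% DMSO | Incubation: 1 h reaction at 25 °C, ATP-initiated | Technique: Cy5 fluorescence | Evaluation: Percent inhibition from t60/t0 fluorescence ratio | Benchmarks: Low DMSO, high thioflavine S at 110 µM | Replication: Singlicate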
VIM-2 inhibitor: VIM-2 metallo-beta-lactamase inhibitors, primary screen, biochemical, epi-absorbance readout, Pseudomonas aeruginosa enzyme; AID 1527, 2009; purified VIM-2, nitrocefin hydrolysis, epi-absorbance fluorescence; actives 0.89% (n = 290,000); inhibition, % at 5.6 µM;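 active = inhibition above the mean of all tested compounds plus 3 SD, cutoff set per screening run, cut at about 7.5% in these data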;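 note: red hydrolysis product quenches plate fluorescence so inhibitors raise well fluorescence; 0% = enzyme with DMSO and 100% = DMSO without enzyme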
SUMO HTRF inh: inhibitors of in vitro SUMOylation cascade, primary screen, biochemical, HTRF, uHTS | SUMO-conjugating enzyme UBC9 (Homo sapiens), P63279 | HTRF SUMOylation assay, SAE1/SAE2 + UBC9 | inhibition, % at 35 µM | actives 0.36% (n = 290,000) | AID 2006, 2009; in the data active = inhibition above about 50%, passing the limit was not always enough; note: strong numbers were not always called active
Target sequence (P63279 whole entry, looked up): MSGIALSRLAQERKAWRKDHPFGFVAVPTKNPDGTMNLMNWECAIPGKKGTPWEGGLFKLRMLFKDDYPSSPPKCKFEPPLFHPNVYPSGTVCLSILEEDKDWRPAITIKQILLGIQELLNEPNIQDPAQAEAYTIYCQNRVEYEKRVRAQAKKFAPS
IDE act: human IDE activators in live cells, primary screen, fluorescence polarization, HEK cells, FAbeta-B substrate; Insulin-degrading enzyme (Homo sapiens), P14735; FAbeta-B cleavage; 0% vehicle, 100% cell-free pure enzyme wells; activation, % at 5.96 µM; actives 0.073% (n = 340,000);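 active = activation above the mean of all tested compounds plus 3 SD, set per screening campaign, cut at about 17% in these data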
MEKK3 PB1 HTS: modulators of MEKK3-MEK5 PB1 binding, primary screen, biochemical, wildtype MEKK3, multiplex bead flow cytometry, Alexa488-MEK5; bead-based flow cytometry, Alexa488-MEK5 binding to MEKK3; actives lie on both sides; 0 = blocked by unlabeled MEK5, 100 = vehicle; AID 1529, 2009; Mitogen-activated protein kinase kinase kinase 3 (Homo sapiens), Q99759; actives 1.4% (n = 290,000); binding response (% of control), % at 10 µM;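 active = binding response more than 3 SD above or below the average of its plate-row segment, actives on both sides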;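 note: Alexa488 bead fluorescence after subtracting the streptavidin-only scavenger bead signal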
Target sequence (Q99759 whole entry, looked up): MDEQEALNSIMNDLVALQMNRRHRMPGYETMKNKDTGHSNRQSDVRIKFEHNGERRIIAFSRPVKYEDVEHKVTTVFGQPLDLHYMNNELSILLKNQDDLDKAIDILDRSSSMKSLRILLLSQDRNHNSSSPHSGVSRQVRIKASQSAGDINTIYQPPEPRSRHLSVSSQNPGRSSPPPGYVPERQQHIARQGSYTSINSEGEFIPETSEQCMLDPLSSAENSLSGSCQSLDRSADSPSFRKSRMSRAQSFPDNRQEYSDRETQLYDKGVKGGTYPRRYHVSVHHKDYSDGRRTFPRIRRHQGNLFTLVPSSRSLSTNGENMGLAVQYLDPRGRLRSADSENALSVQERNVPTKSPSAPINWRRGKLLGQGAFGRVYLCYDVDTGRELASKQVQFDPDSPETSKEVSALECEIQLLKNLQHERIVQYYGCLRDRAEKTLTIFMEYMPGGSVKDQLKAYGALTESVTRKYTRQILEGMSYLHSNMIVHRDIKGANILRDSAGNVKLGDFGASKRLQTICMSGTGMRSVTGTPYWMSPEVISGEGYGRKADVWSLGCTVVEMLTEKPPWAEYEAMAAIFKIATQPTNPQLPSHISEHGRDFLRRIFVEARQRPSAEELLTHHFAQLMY
* = called active by the depositor. A portion of the library; rates above refer to the full screens.

How did N#Cc1c(Cl)cccc1Oc1ccc(S(=O)(=O)Nc2ccccc2)cc1 do in these assays?
pCIP destab: -3.4; PHOSPHO1 inh: 37.7; IMP-1 inh: -3.1; DNA FID counter: -6.8; HCV NS3 hel inh: -10.9; VIM-2 inhibitor: -3.8; SUMO HTRF inh: 7.4; MEKK3 PB1 HTS: 106.0

Results for CC(=O)c1cccc(NC(=O)CO/N=C2/CCCc3nonc32)c1 ?
pCIP destab: 2.4; PHOSPHO1 inh: 24.5; IMP-1 inh: -4.5; DNA FID counter: 0.7; HCV NS3 hel inh: 0.8; VIM-2 inhibitor: -3.7; SUMO HTRF inh: 2.9; IDE act: 1.6; MEKK3 PB1 HTS: 107.0

How did O=C1CC(c2ccco2)CC(O)=C1C=NCCO (stereo not given) do in these assays?
pCIP destab: 7.9; PHOSPHO1 inh: 3.2; IMP-1 inh: 0.5; DNA FID counter: 1.3; HCV NS3 hel inh: 6.0; VIM-2 inhibitor: -2.7; SUMO HTRF inh: 13.3; IDE act: 7.5; MEKK3 PB1 HTS: 97.0

Results for COc1ccc(S(=O)(=O)N2CCN(CC(=O)Nc3ccc(F)c(F)c3)CC2)cc1 ?
pCIP destab: -3.0; PHOSPHO1 inh: 17.6; IMP-1 inh: -2.3; DNA FID counter: -11.7; HCV NS3 hel inh: -11.3; VIM-2 inhibitor: 0.0; SUMO HTRF inh: -19.7; IDE act: 1.6; MEKK3 PB1 HTS: 100.0

What do the screens show for `C1CN(c2nc3nonc3n3nnnc23)CCO1`?
pCIP destab: -9.5; PHOSPHO1 inh: 12.5; IMP-1 inh: -0.7; DNA FID counter: -16.7; HCV NS3 hel inh: 3.3; VIM-2 inhibitor: -1.8; SUMO HTRF inh: 19.3; IDE act: 0.7; MEKK3 PB1 HTS: 100.0

What do the screens show for `CCCCCSc1nc(C)c(CC(=O)O)c(=O)[nH]1`?
pCIP destab: 3.7; PHOSPHO1 inh: 4.2; IMP-1 inh: -1.8; DNA FID counter: -4.0; HCV NS3 hel inh: -5.2; VIM-2 inhibitor: -1.8; SUMO HTRF inh: 6.9; IDE act: 3.0; MEKK3 PB1 HTS: 101.0

Results for Cc1cc(C)cc(OCc2nnc(N)s2)c1 ?
pCIP destab: -0.2; PHOSPHO1 inh: -15.8; IMP-1 inh: -3.4; DNA FID counter: -0.3; HCV NS3 hel inh: -8.3; VIM-2 inhibitor: -1.5; SUMO HTRF inh: 27.2; IDE act: 6.2; MEKK3 PB1 HTS: 102.0

How did Cc1ccc(C(=O)NCCCn2ccnc2)cn1 do in these assays?
pCIP destab: -2.8; PHOSPHO1 inh: -7.4; IMP-1 inh: -2.4; DNA FID counter: -4.6; HCV NS3 hel inh: -1.5; VIM-2 inhibitor: -2.2; SUMO HTRF inh: 12.4; IDE act: -2.4; MEKK3 PB1 HTS: 95.0

How did CC(NC(=O)CN(C)S(=O)(=O)c1cccc2nsnc12)c1ccccc1 (stereo not given) do in these assays?
pCIP destab: 2.9; PHOSPHO1 inh: 29.0; IMP-1 inh: -3.3; DNA FID counter: -16.0; HCV NS3 hel inh: -3.9; VIM-2 inhibitor: -1.7; SUMO HTRF inh: 6.1; IDE act: -3.0; MEKK3 PB1 HTS: 100.0

How did Cc1cccc(OCc2nnc(SCC(=O)O)n2Cc2ccccc2)c1 do in these assays?
pCIP destab: 10.1; PHOSPHO1 inh: 5.3; IMP-1 inh: -3.3; DNA FID counter: -28.7; HCV NS3 hel inh: 15.4; VIM-2 inhibitor: -3.3; SUMO HTRF inh: 14.9; IDE act: -1.7; MEKK3 PB1 HTS: 94.0

What do the screens show for `C/C(=N\NC(=O)CC#N)C1COc2ccccc2O1` (stereo not given)?
pCIP destab: -3.6; PHOSPHO1 inh: 22.0; IMP-1 inh: -1.5; DNA FID counter: 0.9; HCV NS3 hel inh: 8.4; VIM-2 inhibitor: -3.8; SUMO HTRF inh: 3.2; IDE act: -1.2; MEKK3 PB1 HTS: 101.0

How did Cc1ccc(C)c(NS(=O)(=O)c2cc(C(=O)NCc3ccco3)ccc2C)c1 do in these assays?
pCIP destab: -8.1; PHOSPHO1 inh: 12.5; IMP-1 inh: -4.6; DNA FID counter: -21.0; HCV NS3 hel inh: -0.3; VIM-2 inhibitor: -5.0; SUMO HTRF inh: 7.7; IDE act: 0.6; MEKK3 PB1 HTS: 115.0

What do the screens show for `COc1cc(Cl)c(C)cc1NC(=O)COc1ccccc1[N+](=O)[O-]`?
pCIP destab: -15.2; PHOSPHO1 inh: -18.1; IMP-1 inh: -4.3; DNA FID counter: -0.1; HCV NS3 hel inh: 4.2; VIM-2 inhibitor: -1.2; SUMO HTRF inh: -0.3; IDE act: 0.1; MEKK3 PB1 HTS: 100.0

Results for CCOC(=O)CSc1nnc(NC(=O)NC(C)C)s1 ?
pCIP destab: -6.4; PHOSPHO1 inh: -29.3; IMP-1 inh: -0.9; DNA FID counter: -7.6; HCV NS3 hel inh: -1.7; VIM-2 inhibitor: -3.3; SUMO HTRF inh: -5.1; IDE act: 4.8; MEKK3 PB1 HTS: 94.0

What do the screens show for `FC(F)(F)c1ccc(-c2nc(=S)[nH][nH]2)cc1`?
pCIP destab: 17.0; PHOSPHO1 inh: 27.4; IMP-1 inh: -4.8; DNA FID counter: 1.2; HCV NS3 hel inh: -8.2; VIM-2 inhibitor: -5.2; SUMO HTRF inh: 8.5; IDE act: -10.8; MEKK3 PB1 HTS: 107.0

Results for Fc1ccc(/C=N/c2c(-c3ccc(F)cc3)nc3n2CCS3)cc1 ?
pCIP destab: -1.5; PHOSPHO1 inh: -118.6; IMP-1 inh: -2.6; DNA FID counter: -6.7; HCV NS3 hel inh: -5.8; VIM-2 inhibitor: -0.6; SUMO HTRF inh: -18.9; IDE act: 2.9; MEKK3 PB1 HTS: 95.0

How did COc1ccc(CCn2c(=O)[nH]c3cc(C(=O)N4CCN(c5ccccn5)CC4)ccc3c2=O)cc1OC do in these assays?
pCIP destab: 9.4; PHOSPHO1 inh: 22.9; IMP-1 inh: -2.7; DNA FID counter: -2.9; HCV NS3 hel inh: 3.7; VIM-2 inhibitor: -2.1; SUMO HTRF inh: 7.4; IDE act: 2.2; MEKK3 PB1 HTS: 102.0

How did Cc1ccccc1NC(=S)NNC(=O)c1csc2c1CCC(C)C2 (stereo not given) do in these assays?
pCIP destab: 7.9; PHOSPHO1 inh: 26.1; IMP-1 inh: -4.5; DNA FID counter: -23.2; HCV NS3 hel inh: 9.1; VIM-2 inhibitor: -3.3; SUMO HTRF inh: -110.8; IDE act: 1.3; MEKK3 PB1 HTS: 89.0

How did COCC1CCN(Cc2nc(-c3cccs3)no2)C1 (stereo not given) do in these assays?
pCIP destab: -3.0; PHOSPHO1 inh: 36.6; IMP-1 inh: -1.5; DNA FID counter: -4.0; HCV NS3 hel inh: 14.2; VIM-2 inhibitor: -2.2; SUMO HTRF inh: 0.9; MEKK3 PB1 HTS: 101.0

Results for Cn1c(=O)c2c(nc(Cl)n2CCOc2ccccc2)n(C)c1=O ?
pCIP destab: -13.3; PHOSPHO1 inh: -14.2; IMP-1 inh: 1.7; DNA FID counter: -16.7; HCV NS3 hel inh: 0.3; VIM-2 inhibitor: 0.0; SUMO HTRF inh: 4.5; IDE act: 1.1; MEKK3 PB1 HTS: 100.0

Results for CCc1ccc(N2C(=O)C3NN=C(C(=O)OCc4ccccc4)C3C2=O)cc1 (stereo not given) ?
pCIP destab: 0.5; PHOSPHO1 inh: -4.6; IMP-1 inh: -2.9; DNA FID counter: -13.7; HCV NS3 hel inh: 4.9; VIM-2 inhibitor: -2.7; SUMO HTRF inh: 1.3; IDE act: 1.1; MEKK3 PB1 HTS: 107.0

What do the screens show for `CC(=O)Oc1ccccc1-c1nc(/C=C/c2ccccc2)no1`?
pCIP destab: 7.6; PHOSPHO1 inh: 29.1; IMP-1 inh: -1.3; DNA FID counter: -20.9; HCV NS3 hel inh: 0.0; VIM-2 inhibitor: -0.6; SUMO HTRF inh: -9.2; IDE act: 2.5; MEKK3 PB1 HTS: 99.0

Results for O=C(Nc1cccc2ccccc12)N1CCOCC1 ?
pCIP destab: -7.9; PHOSPHO1 inh: 19.9; IMP-1 inh: 0.3; DNA FID counter: 3.7; HCV NS3 hel inh: 0.3; VIM-2 inhibitor: -2.8; SUMO HTRF inh: 30.6; IDE act: 2.9; MEKK3 PB1 HTS: 101.0

How did Cc1cc(NC(=O)CCC(=O)N(CC(=O)NC2CCCC2)c2ccc(F)cc2)no1 do in these assays?
pCIP destab: -12.1; PHOSPHO1 inh: 23.3; IMP-1 inh: -2.6; DNA FID counter: -34.3; HCV NS3 hel inh: -2.9; VIM-2 inhibitor: -1.0; SUMO HTRF inh: 4.2; IDE act: -2.0; MEKK3 PB1 HTS: 101.0

How did CC1=C(C(=O)Nc2cc(C)ccn2)C(c2ccc(C)cc2)C2=C(CCCC2=O)N1 (stereo not given) do in these assays?
pCIP destab: -0.5; PHOSPHO1 inh: 16.1; IMP-1 inh: -0.9; DNA FID counter: -18.6; HCV NS3 hel inh: -1.4; VIM-2 inhibitor: -3.5; SUMO HTRF inh: 11.3; IDE act: 1.3; MEKK3 PB1 HTS: 97.0

Results for CCN1CCCC1CNCc1cccc(OC)c1OCc1ccccc1F (stereo not given) ?
pCIP destab: -4.8; PHOSPHO1 inh: 0.2; IMP-1 inh: -1.9; DNA FID counter: 10.1; HCV NS3 hel inh: -4.0; VIM-2 inhibitor: -1.9; SUMO HTRF inh: 9.8; IDE act: -0.8; MEKK3 PB1 HTS: 99.0

What do the screens show for `Cc1ccccc1C(=O)Nc1ccc(CN2CCOCC2)cc1`?
pCIP destab: -0.8; PHOSPHO1 inh: 46.0; IMP-1 inh: -2.5; DNA FID counter: 0.0; HCV NS3 hel inh: -2.3; VIM-2 inhibitor: -1.6; SUMO HTRF inh: 5.4; IDE act: 2.8; MEKK3 PB1 HTS: 104.0
